Bioassay records: PubChem, several laboratories
IDE act – activators of human insulin-degrading enzyme in cells | P14735 | HEK cells, FAbeta-B cleavage, fluorescence polarization; 0% vehicle, 100% cell-free pure enzyme wells | activation, % at 5.96 µM | 340,000 tested, 0.073% active | AID 493087;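 active = activation above the mean of all tested compounds plus 3 SD, set per screening campaign, cut at about 17% in these data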
pCIP destab – lowers stability of the mouse p/CIP coactivator protein; decrease of EGFP signal, % at 10 µM; 290,000 tested, 0.01% active; F442A p/CIP-EGFP cells, EGFP fluorescence, 16 h; AID 1984;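 active = EGFP signal decrease of at least 30% at 10 µM or well 3 SD below plate mean, unless failing retest; inactive = the rest, including hits failing retest or dose response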; note: some compounds called inactive have numbers as strong as hits; many of its hits are not listed in these tables
M18AAP inhibitor – PfM18AAP enzyme inhibition; inhibition, % at 7.35 µM; 290,000 tested, 1.2% active; recombinant PfM18AAP, H-Glu-NHMec fluorogenic cleavage;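 active = inhibition above the campaign mean inhibition over all tested compounds plus 3 SD, cut at about 28% in these data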;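 note: 0% = plate median of test compound wells and 100% = 2 mM ZnCl2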
MEKK2mut PB1 HTS – signal of MEK5 binding to mutant human MEKK2 PB1 domain; AID 1530; bead flow cytometry, Alexa488-MEK5 binding to MEKK2 mutant; percent response, % at 10 µM; 290,000 tested, 0.35% active; in the data active = percent response above about 24%, passing the limit was not always enough; note: inactives centre near 1; some results filed as inactive read as strong as hits; reference of the scale not given here
MEKK2 WT-MEK5 – raises or lowers MEK5 binding to wildtype human MEKK2 PB1 domain. Q9Y2U5. bead flow cytometry, Alexa488-MEK5 binding to MEKK2 WT; actives lie on both sides. binding response (% of control), % at 10 µM. 290,000 tested, 1.1% active; in the data active = binding response below about 67% or above about 130%
NALP1 inh – blocks the NALP1 inflammasome reconstituted in yeast. S. cerevisiae NALP1/ASC/caspase-1 growth, X-gal OD620, 72 h. inhibition, % at 10 µM. 280,000 tested, 0.61% active; in the data active = inhibition mostly above about 24%, no sharp cut-off; inactive = mostly below about 32%; note: some compounds called inactive have numbers as strong as hits
SUMO HTRF inh – inhibitors of human SUMOylation (UBC9); P63279; HTRF SUMOylation assay, SAE1/SAE2 + UBC9, in vitro; inhibition, % at 35 µM; 290,000 tested, 0.36% active; AID 2006; in the data active = inhibition above about 50%, passing the limit was not always enough; note: strong numbers were not always called active
Target sequence (P63279 whole entry, looked up): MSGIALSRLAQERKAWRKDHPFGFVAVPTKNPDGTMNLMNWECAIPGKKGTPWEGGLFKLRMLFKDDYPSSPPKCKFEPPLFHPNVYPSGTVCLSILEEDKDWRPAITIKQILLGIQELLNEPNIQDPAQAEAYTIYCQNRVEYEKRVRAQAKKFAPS
MEKK3 PB1 HTS – MEKK3-MEK5 PB1 interaction, increase or decrease. Q99759. binding response (% of control), % at 10 µM. AID 1529. bead-based flow cytometry, Alexa488-MEK5 binding to MEKK3; actives lie on both sides; 0 = blocked by unlabeled MEK5, 100 = vehicle. 290,000 tested, 1.4% active;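 active = binding response more than 3 SD above or below the average of its plate-row segment, actives on both sides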;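 note: Alexa488 bead fluorescence after subtracting the streptavidin-only scavenger bead signal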
Target sequence (Q99759 whole entry, looked up): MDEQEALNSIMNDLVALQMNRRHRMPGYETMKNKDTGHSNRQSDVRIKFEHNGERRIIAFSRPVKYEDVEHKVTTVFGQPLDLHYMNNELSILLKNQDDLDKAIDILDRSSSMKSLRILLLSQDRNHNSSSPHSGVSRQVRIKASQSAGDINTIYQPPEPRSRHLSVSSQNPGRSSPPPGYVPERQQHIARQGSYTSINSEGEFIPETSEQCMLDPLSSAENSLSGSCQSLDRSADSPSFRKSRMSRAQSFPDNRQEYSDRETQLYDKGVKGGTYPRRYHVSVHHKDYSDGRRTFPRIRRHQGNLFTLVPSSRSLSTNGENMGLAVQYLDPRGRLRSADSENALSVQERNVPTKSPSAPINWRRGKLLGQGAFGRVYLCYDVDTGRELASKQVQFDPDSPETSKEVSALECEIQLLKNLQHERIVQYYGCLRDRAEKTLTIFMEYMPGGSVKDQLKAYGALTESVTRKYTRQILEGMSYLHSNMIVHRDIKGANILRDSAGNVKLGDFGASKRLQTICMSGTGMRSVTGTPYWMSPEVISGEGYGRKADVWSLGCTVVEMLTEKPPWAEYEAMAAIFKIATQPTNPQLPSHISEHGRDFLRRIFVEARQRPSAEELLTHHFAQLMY
IDE cell inh – inhibits human insulin-degrading enzyme in HEK cells | P14735 | FAbetaB cleavage, fluorescence polarization | inhibition, % at 5.59 µM | 320,000 tested, 0.41% active | AID 434962;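 active = percent inhibition above the average of all tested compounds plus 3 SD, set per screening campaign, cut at about 16% in these data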;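 note: IDE supplied by intact live HEK cells; FP after avidin binding of uncleaved biotin substrate so inhibition keeps polarization high; 0% = DMSO wells and 100% = 60 µM reference IDE inhibitor Ii1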
Starred values were filed as active, the others as inactive; . = not tested or not shown. A portion of the library; rates above refer to the full screens.

SMILES | IDE act | pCIP destab | M18AAP inhibitor | MEKK2mut PB1 HTS | MEKK2 WT-MEK5 | NALP1 inh | SUMO HTRF inh | MEKK3 PB1 HTS | IDE cell inh
O=C(CC1C(=O)NCCN1CC1CCCCC1)NCc1cc(F)ccc1F (stereo not given) | 0 | 5 | 9 | 11 | 118 | -6 | -4 | 99 | 7
CCCCCCCC[n+]1c(C)n(-c2ccccc2)c2ccc(NC(C)=O)cc21 | 3 | -8 | -10 | 0 | 111 | 6 | 11 | 97 | -1
CNS(=O)(=O)c1cccc(C(=O)OCCCOC(=O)c2cccc(S(=O)(=O)NC)c2)c1 | 0 | -3 | -4 | 3 | 105 | 18 | 3 | 105 | .
Cc1oc2cc(O)ccc2c(=O)c1N1C(=O)c2ccccc2C1=O | 3 | -7 | 17 | -5 | 95 | -7 | 16 | 98 | 5
COc1ccc(NC(=O)c2ccc(CNS(=O)(=O)c3cccc(OC)c3)cc2)cc1 | 6 | -4 | -2 | 2 | 97 | 19 | 31 | 98 | 2
CCn1cc(CN2CCCC(C(=O)Nc3ccc(-c4cscn4)cc3)C2)c(C)n1 (stereo not given) | -1 | 6 | -1 | -7 | 99 | 22 | -6 | 96 | 7
CC(C)c1ccc(OCc2ccc(C(=O)O)o2)cc1 | 5 | 10 | 13 | 6 | 105 | . | 4 | 94 | 7
CC(=O)Nc1ccc(/C=C2\CCc3ccccc3C2=O)cc1 | -2 | -7 | 3 | 4 | 106 | 24 | 10 | 102 | -1
O=C(c1ccccc1-n1cccc1)N1N=C(C(F)F)CC1(O)C(F)F (stereo not given) | -4 | -1 | 0 | -1 | 95 | 28 | -26 | 94 | -1
COc1ccc(OC)c(CN2CCCC(CO)C2)c1 (stereo not given) | -2 | -2 | -4 | -2 | 97 | 16 | -4 | 91 | -1
CN(Cc1nc2ccccc2c(=O)[nH]1)c1ccccc1 | 5 | 2 | 2 | -1 | 99 | 7 | 16 | 101 | -1
Cc1c(Br)c([N+](=O)[O-])nn1CC(=O)N(C)Cc1ccccc1 | 6 | -17 | -17 | -7 | 93 | -3 | 12 | 97 | -1
Cc1cc(C)c(S(=O)(=O)n2c([N+](=O)[O-])cnc2C)c(C)c1 | 2 | -7 | 5 | -1 | 102 | 7 | 11 | 100 | 4
CCCC/C(O)=C1\C(=O)CC(C)(C)CC1=Nc1ccccc1OC | 3 | -1 | -2 | -3 | 95 | 10 | 2 | 90 | 1
COC(=O)c1cn(NC(=O)/C=C/c2ccc(OC)c(OC)c2)c(=O)c2ccccc12 | 1 | 7 | 4 | 14 | 111 | 20 | -5 | 96 | 2
O=C(COc1ccc(Br)cc1)Nc1cc(S(=O)(=O)N2CCCCC2)ccc1N1CCCCC1 | 5 | -8 | -1 | 0 | 106 | 21 | 2 | 139* | 3
O=C(Nc1nnc(C2=COCCO2)o1)c1ccc([N+](=O)[O-])s1 | 6 | 3 | 10 | 0 | 103 | -3 | 1 | 101 | 0
CCc1cccc(NC(=O)COc2ccccc2)c1 | 0 | -2 | 3 | 2 | 108 | 30 | 5 | 109 | -5
CCCCCN(C(=O)CCC(=O)OCc1ccccc1Cl)c1c(N)n(CCCC)c(=O)[nH]c1=O | 3 | 2 | -11 | 5 | 105 | 8 | 21 | 105 | -1
Cc1ccc(N2CC(C(=O)Nc3nnc(SCc4cccnc4)s3)CC2=O)cc1 (stereo not given) | -2 | -4 | -1 | 6 | 102 | 4 | 17 | 102 | 8
CN1C(=O)/C(=C/c2ccccc2F)Sc2ccc(C(=O)NCC3CCCO3)cc21 (stereo not given) | -1 | 6 | 3 | -3 | 105 | 21 | 4 | 103 | 7
Nc1ccccc1-n1c(=O)n(Cc2ccccc2F)c(=O)c2[nH]cnc21 | -3 | 3 | 1 | 2 | 107 | -6 | 12 | 101 | 0
Cc1cc(C)n(-c2ccc(C(=O)C(C#N)c3nc4ccccc4n3C)cc2)n1 (stereo not given) | 0 | -12 | 1 | 3 | 100 | 10 | 24 | 100 | 2
CCOC(=O)c1ccc(NC(=O)CSc2nnc(-c3ccncc3)n2C)cc1 | -8 | 3 | -1 | -3 | 100 | 17 | 21 | 100 | 0
CCOC(=O)C1CCCN(C(=O)c2cn(CC(C)C)c(=O)c3cc(OC)c(OC)cc23)C1 (stereo not given) | 2 | -3 | -3 | 2 | 100 | -5 | 14 | 102 | 0
Cc1noc(C)c1C(=O)N1CCOCC1 | 0 | -15 | -8 | 0 | 101 | 18 | -2 | 104 | 0
CCOC(=O)c1snc(-c2ccc(F)cc2)c1N | 0 | -9 | 3 | 0 | 99 | 20 | 16 | 101 | 0
COc1ccc(C2(C(=O)Nc3ccc(OC)cc3OC)CCCC2)cc1 | 0 | -4 | -6 | 0 | 112 | -1 | -4 | 116 | 5
CCOCCCNC(=S)Nc1cc(OCC)c(NC(=O)c2ccco2)cc1OCC | 6 | -8 | 0 | -12 | 87 | 0 | 0 | 95 | 3
CN(C)c1ccc(CNn2cnnc2SCc2ccc(F)cc2)cc1 | 0 | 2 | 14 | -6 | 94 | 17 | -4 | 86 | 1
CN(C)CCOC(=O)NCC12CC3CC(CC(C3)C1)C2 | 6 | -5 | -13 | -15 | 80 | . | 19 | 77 | 4
Cc1cccn2cc(-c3ccc(F)cc3)nc12 | 0 | 9 | 9 | 0 | 96 | 26 | 22 | 102 | 10
CC(=O)c1cccc(N(CC(=O)NC2CCCC2)C(=O)c2ccc(C)s2)c1 | 1 | 0 | 3 | -6 | 100 | 4 | -11 | 102 | -2
Cn1ccnc1-c1nc2ccccc2[nH]c1=O | 5 | 0 | 11 | 3 | 102 | -27 | 18 | 102 | -2
CCc1nnc(NC(=O)c2ccc3c(c2)C(=O)N(CC)C3=O)s1 | -1 | . | -2 | 0 | 104 | . | . | 98 | 1
S=C(NC1CCCCC1)N1CCOCCOCCN(C(=S)NC2CCCCC2)CCOCCOCC1 | . | -3 | -15 | -1 | 97 | . | -4 | 101 | 6
CCOC(=O)Cc1csc(NC(=S)NC(=O)c2ccccc2C)n1 | -1 | -2 | 6 | -1 | 96 | 15 | 18 | 98 | 0
COc1ccc(/C=C/c2nc3ccccc3n2Cc2ccccc2OC)cc1 | 5 | -11 | 1 | 5 | 105 | 23 | -1 | 151* | 3
Cc1ccc(NC(=S)N2CCCC(c3ccccc3)=N2)cc1 | 3 | 10 | -6 | -3 | 101 | 5 | -5 | 102 | -3
COc1ccc(S(=O)(=O)Nc2ccc(S(=O)(=O)Nc3nccs3)cc2)cc1 | -2 | -17 | 5 | -2 | 92 | -1 | 4 | 98 | 2
Cc1ccc(NC(=O)c2sccc2C)nc1 | -2 | -4 | 9 | 11 | 104 | 19 | 17 | 101 | 5
Cn1cccc1Cc1nnc(SCC(=O)NCc2ccco2)n1-c1ccc(F)cc1 | 3 | -8 | -1 | 0 | 95 | 34 | 20 | 100 | 2
Cc1noc(NS(=O)(=O)c2ccc(NC(=O)COc3ccc(Cl)cc3Cl)cc2)c1C | 0 | -2 | -6 | . | . | 5 | 2 | . | 4
O=C(CN1CCN(S(=O)(=O)c2ccc(Cl)cc2)CC1)Nc1ccc2c(c1)OCO2 | 4 | -10 | -8 | -5 | 90 | 8 | -18 | 96 | 1
Cc1csc2nc(CNC(=O)C3CC=CCC3C(=O)O)cn12 (stereo not given) | -7 | -17 | 7 | 19 | 109 | 25 | 3 | 109 | 0
Cc1ccc(CC(=O)N2CC(C)OC(C)C2)cc1 (stereo not given) | -1 | -10 | 4 | 3 | 102 | 10 | 23 | 102 | -3
CCOc1ccc2nc(NCCNS(=O)(=O)c3ccccc3)c(C#N)cc2c1 | 4 | -21 | 5 | -7 | 81 | -8 | 31 | 90 | 10
CN1c2ccccc2C(=O)/C(=C\Nc2ncccn2)S1(=O)=O | 1 | -12 | 6 | 4 | 105 | 7 | 20 | 102 | 0
Cc1ccc(S(=O)(=O)N(CC(=O)NCCSCc2ccco2)c2cc(C)ccc2C)cc1 | 4 | . | -12 | 3 | 106 | . | . | 102 | 3
Cc1ccccc1NC(=O)c1ccno1 | 5 | -17 | -2 | -1 | 100 | -5 | 18 | 100 | -12

The list goes on.
SMILES | IDE act | pCIP destab | M18AAP inhibitor | MEKK2mut PB1 HTS | MEKK2 WT-MEK5 | NALP1 inh | SUMO HTRF inh | MEKK3 PB1 HTS | IDE cell inh
CC1=C(C(=O)N2CCOCC2)C(c2ccccc2F)NC(=O)N1 (stereo not given) | 6 | 11 | -5 | -2 | 101 | 2 | 1 | 102 | -2
Cc1cccc(CC(=O)OCn2nnc3ccccc3c2=O)c1 | -4 | 13 | -9 | 12 | 113 | 18 | -9 | 111 | 0
CC(CC(=O)NCc1cccnc1)c1ccccc1 (stereo not given) | -3 | -5 | -1 | 5 | 96 | 15 | 15 | 99 | 9
NC(=O)Cn1c(=O)n(CCC(=O)NCCSCc2ccccc2)c(=O)c2ccccc21 | 3 | -1 | 4 | -13 | 89 | -2 | 21 | 96 | -2
Cc1cccc2sc(NC(=O)CCNS(=O)(=O)c3cccc4nonc34)nc12 | 3 | -5 | -6 | 4 | 97 | 8 | -2 | 104 | -1
O=C(OCc1cn(-c2ccc(Cl)c(Cl)c2)nn1)c1ccccc1 | -3 | 11 | -2 | 2 | 105 | 13 | -43 | 104 | 0
CCC(C)Nc1cc(C)c(C#N)c2nc3ccccc3n12 (stereo not given) | 3 | -14 | -6 | 7 | 103 | 19 | 31 | 109 | 0
Cc1cc2nc(CCN(C(=S)NCC3CCCO3)C3CCCC3)[nH]c2cc1C (stereo not given) | 3 | -7 | -6 | -7 | 87 | -3 | -6 | 94 | -11
O=C(O)C1CCN1C1CCCCC1 (stereo not given) | 2 | -6 | 2 | 3 | 104 | 27 | 18 | 102 | 10
Cc1ccc(NC(=O)CN(C)C(=O)c2cc3ccccc3o2)cc1 | 1 | -10 | 0 | -6 | 98 | -4 | 1 | 100 | 1
CNC(=O)Nc1cc(C(C)(C)C)no1 | 3 | -8 | 1 | 3 | 107 | 8 | 17 | 109 | 12
COc1cc(/C=C2/SC(=S)N(c3ccccc3)C2=O)ccc1Oc1nc(N2CCOCC2)nc(N2CCOCC2)n1 | -6 | -7 | 0 | -1 | 93 | 26 | -7 | 95 | 2
CCc1cc(C(=O)NNC(=S)Nc2cc(C)ccc2C)cs1 | -1 | 1 | 5 | 3 | 101 | 1 | -24 | 105 | 2
NC(=O)c1c(NC(=O)c2ccccc2Cl)sc2c1CCC2 | 3 | -9 | 3 | 2 | 99 | . | 7 | 106 | 2
CN(C)S(=O)(=O)c1ccc(C(=O)NCc2ccccc2)cc1 | 3 | -10 | -10 | -17 | 91 | 16 | 20 | 77 | -1
O=C(NCc1ccccc1Cl)c1cc([N+](=O)[O-])ccc1Cl | 0 | 3 | -3 | -2 | 102 | 16 | -4 | 100 | -2
Cc1cc(Nc2ccc(O)cc2)n2c(nc3ccccc32)c1C#N | 3 | -8 | 13 | 1 | 99 | 0 | 14 | 101 | 4
COC(=O)c1ccc(-n2c(CCC(=O)O)ccc2-c2ccc(C)cc2)cc1 | 2 | -4 | 10 | 4 | 104 | 8 | -8 | 103 | 2
COC(=O)c1sccc1-c1ccc(C(=O)Nc2cccc(Cl)c2)o1 | -6 | -2 | -5 | 4 | 109 | 7 | 37 | 98 | 10
O=C(Nc1ccc2c(c1)nc1n2CCN(C2CCCCC2)C1)NC1CCCCC1 | . | -13 | 3 | 28 | 110 | 2 | 39 | 95 | 7
